Source: PubChem BioAssay (University of Kansas High Throughput Screening Laboratory)
mHTT-CaM PPI inh – mutant huntingtin-calmodulin interaction inhibitors – biochemical, AlphaScreen, primary screen. AlphaScreen His-mHTT/GST-CaM binding, luminescence. AID 1671202, 2021. inhibition, % at 15 µM. P42858. actives 3.6% (n = 190,000);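 also: 0% = both proteins with DMSO and 100% = one protein alone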
Target sequence (P42858 whole entry, looked up, stated change not applied): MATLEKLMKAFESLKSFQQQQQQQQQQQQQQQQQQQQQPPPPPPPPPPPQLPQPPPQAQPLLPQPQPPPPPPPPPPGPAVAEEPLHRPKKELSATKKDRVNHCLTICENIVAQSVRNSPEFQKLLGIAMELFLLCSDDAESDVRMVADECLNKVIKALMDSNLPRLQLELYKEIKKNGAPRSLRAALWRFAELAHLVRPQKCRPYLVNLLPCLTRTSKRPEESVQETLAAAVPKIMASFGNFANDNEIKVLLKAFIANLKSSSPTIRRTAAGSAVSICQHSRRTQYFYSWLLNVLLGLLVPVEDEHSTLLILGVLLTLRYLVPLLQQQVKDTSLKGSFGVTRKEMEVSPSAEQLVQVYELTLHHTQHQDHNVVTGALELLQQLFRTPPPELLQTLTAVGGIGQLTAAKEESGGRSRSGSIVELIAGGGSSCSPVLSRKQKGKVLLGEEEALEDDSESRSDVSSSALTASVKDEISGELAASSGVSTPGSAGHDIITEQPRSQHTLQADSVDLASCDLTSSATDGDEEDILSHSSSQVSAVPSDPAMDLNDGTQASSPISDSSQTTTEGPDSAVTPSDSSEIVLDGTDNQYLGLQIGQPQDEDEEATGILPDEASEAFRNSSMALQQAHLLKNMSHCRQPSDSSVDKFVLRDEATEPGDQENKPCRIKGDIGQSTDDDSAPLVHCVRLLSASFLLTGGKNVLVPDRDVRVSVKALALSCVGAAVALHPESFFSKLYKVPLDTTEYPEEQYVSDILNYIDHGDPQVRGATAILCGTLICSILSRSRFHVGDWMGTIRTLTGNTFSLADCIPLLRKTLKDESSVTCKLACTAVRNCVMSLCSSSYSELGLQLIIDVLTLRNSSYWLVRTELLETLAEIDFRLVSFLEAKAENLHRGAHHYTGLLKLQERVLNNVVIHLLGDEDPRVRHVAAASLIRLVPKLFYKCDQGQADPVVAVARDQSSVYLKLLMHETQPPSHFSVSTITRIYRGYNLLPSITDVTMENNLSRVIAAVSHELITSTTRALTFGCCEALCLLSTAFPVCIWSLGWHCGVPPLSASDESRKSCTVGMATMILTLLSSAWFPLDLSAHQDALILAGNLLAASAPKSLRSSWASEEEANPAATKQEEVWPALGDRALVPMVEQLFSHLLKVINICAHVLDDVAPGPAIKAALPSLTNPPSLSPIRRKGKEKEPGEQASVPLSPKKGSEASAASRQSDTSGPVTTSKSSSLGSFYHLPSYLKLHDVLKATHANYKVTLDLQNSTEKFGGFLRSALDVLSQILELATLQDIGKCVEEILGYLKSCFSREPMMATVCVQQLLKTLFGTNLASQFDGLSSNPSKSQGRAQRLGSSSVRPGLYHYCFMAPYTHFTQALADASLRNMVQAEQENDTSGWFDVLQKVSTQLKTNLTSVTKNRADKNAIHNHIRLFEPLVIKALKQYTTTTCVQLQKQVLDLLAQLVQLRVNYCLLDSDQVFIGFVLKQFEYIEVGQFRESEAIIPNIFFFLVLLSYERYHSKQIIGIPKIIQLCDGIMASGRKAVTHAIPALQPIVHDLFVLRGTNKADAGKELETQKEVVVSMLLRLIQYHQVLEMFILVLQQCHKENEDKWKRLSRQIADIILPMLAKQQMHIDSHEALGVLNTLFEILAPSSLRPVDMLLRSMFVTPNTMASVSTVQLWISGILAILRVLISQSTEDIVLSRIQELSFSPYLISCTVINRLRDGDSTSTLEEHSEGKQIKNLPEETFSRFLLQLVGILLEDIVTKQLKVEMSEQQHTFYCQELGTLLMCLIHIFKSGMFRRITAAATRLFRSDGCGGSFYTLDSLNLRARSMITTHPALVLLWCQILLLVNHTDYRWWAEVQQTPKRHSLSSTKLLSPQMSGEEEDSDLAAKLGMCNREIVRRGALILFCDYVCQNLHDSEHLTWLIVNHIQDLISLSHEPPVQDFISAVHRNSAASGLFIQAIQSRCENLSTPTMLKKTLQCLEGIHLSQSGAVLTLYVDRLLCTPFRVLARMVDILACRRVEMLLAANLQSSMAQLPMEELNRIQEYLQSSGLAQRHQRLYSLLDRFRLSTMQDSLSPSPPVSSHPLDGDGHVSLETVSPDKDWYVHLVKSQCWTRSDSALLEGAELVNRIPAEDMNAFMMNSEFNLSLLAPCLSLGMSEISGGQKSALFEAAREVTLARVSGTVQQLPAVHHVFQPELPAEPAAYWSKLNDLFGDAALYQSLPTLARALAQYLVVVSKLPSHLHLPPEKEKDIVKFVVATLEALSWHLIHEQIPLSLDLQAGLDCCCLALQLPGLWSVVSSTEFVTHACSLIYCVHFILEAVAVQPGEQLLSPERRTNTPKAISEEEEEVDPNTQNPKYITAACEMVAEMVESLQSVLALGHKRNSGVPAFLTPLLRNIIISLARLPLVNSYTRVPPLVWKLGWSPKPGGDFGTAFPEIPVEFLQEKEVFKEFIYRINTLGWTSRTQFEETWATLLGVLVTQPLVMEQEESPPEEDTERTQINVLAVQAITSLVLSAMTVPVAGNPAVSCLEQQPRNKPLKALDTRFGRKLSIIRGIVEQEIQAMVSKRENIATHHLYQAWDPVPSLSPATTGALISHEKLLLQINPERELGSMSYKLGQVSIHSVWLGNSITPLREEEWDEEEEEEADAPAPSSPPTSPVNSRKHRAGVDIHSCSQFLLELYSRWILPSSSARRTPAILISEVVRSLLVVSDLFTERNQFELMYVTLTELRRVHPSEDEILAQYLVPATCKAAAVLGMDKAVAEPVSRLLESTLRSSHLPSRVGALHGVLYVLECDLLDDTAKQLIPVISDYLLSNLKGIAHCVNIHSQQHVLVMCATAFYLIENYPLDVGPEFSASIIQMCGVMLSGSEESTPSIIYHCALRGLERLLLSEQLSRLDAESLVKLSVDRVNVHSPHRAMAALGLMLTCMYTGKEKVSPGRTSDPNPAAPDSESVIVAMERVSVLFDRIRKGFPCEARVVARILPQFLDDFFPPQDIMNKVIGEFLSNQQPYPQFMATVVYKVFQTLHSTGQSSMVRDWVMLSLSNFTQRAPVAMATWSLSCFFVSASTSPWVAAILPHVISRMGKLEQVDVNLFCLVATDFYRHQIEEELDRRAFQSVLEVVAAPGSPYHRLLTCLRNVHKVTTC
Pf apPOL inh – Pf-apPOL inhibitors, biochemical, fluorescence; Plasmodium falciparum apicoplast DNA polymerase (apPOL); inhibition, % at 10 µM; actives 0.25% (n = 210,000); AID 1794808, 2022; Recombinant Pf-apPOL, molecular beacon fluorescence, 1.5 h
Active calls of the source: *; . = no result given; & = joins results of further samples. Rule as the data show it: active = inhibition above about 50%; inactive = the rest. Some of the compounds tested (hit frequency here may not be typical).

SMILES	mHTT-CaM PPI inh	Pf apPOL inh
COC(=O)N1CCN(CCNC(=O)Cc2cccc3ccccc23)CC1	-10.4	-4.7
Cc1nn(Cc2c(Cl)cccc2Cl)c(C)c1NC(=O)c1noc2c1CCCC2	8.1	0.6
O=C(/C=C/c1ccc(Cl)cc1Cl)NCCNc1c(Cl)cccc1[N+](=O)[O-]	10.0	-3.7
O=C(CN1C(=O)C2CCCN2C1=O)Nc1ccc([N+](=O)[O-])cc1 (stereo unspecified)	-3.0	5.2
CNC(=O)C(C1CCCC1)N1CCN(C(=O)c2cccc(OC)c2)CC1 (stereo unspecified)	5.0	2.2
CCN(CC)C(=O)c1nn(-c2ccc(OC)cc2)c(=O)c2ccccc12	-5.0	2.9
Cc1cccc2c(=O)n(C3CCN(S(=O)(=O)c4ccc(F)cc4)CC3)cnc12	-6.7	0.6
COc1cc(NC(=O)c2ccccc2)c(C)cc1NC(=O)COc1ccc(Cl)cc1Cl	.	0.5
COc1ccc(CCNC(=O)c2cn(CC(C)C)c(=O)c3c2c2ccccc2n3C)cc1OC	4.0	-6.5
O=C(NCc1ccccc1Cl)c1ccc2c(c1)NC(=O)C(N1CCCC1)S2 (stereo unspecified)	6.0	-16.1
COC(=O)c1ccc(C2C3=C(CC(c4ccc(OC)cc4)CC3=O)Nc3ncnn32)cc1 (stereo unspecified)	9.5	-3.5
Cc1nnc(Nc2ccc(C(=O)N(C)C)cc2)c2ccccc12	-0.7	-2.0
O=C(NCCCN1CCN(Cc2ccccc2)CC1)c1csc2c1CCCCC2	10.1	-4.2
O=C(Nc1ccc(NS(=O)(=O)c2ccccc2)cc1)c1ccccc1	9.1	-4.0
CC(C)(C)NC(=O)CN1C(=O)NC2(CCC(C(C)(C)C)CC2)C1=O (stereo unspecified)	2.2	1.5
O=[N+]([O-])c1ccc(N2CCCC2)c(Cn2ccnc2)c1	.	-3.4
CCOC(=O)C(=NNc1ccccc1)c1csc(N)n1	.	-11.4
CCC(CO)N=Cc1c(O)n(-c2c(Cl)cccc2Cl)c2ccccc12 (stereo unspecified)	83.0*	-1.3
Cc1ccccc1C(=O)Nc1ccc(Br)cc1	-17.1	-1.8
CC(C)(C)C(=O)N1CCN(Cc2ccc3c(c2)OCO3)CC1	.	-9.5&2.7
CC1(C)CC(=O)C(C=Nc2ccccc2[N+](=O)[O-])=C(O)C1	10.0	-6.1
CCOc1ccc(NC(=O)N2CCCC2c2cccc(F)c2)cc1 (stereo unspecified)	-7.8	-3.7
CCC1CN(C(=O)Nc2ccc(C)cc2)c2cc(C)ccc2O1 (stereo unspecified)	7.6	-3.1
O=c1nc2n(-c3ccc(I)cc3)c3ccccc3cc-2c(=O)[nH]1	-2.0	-4.3
O=C(O)c1ccc(C=CC(=O)c2ccco2)cc1	-3.8	-6.1
CC(C)C(=O)N(C)CC(=O)N1N=C(c2cccs2)CC1c1ccc(Cl)cc1 (stereo unspecified)	37.4	-0.5
CCCN(CCC)CCNS(=O)(=O)c1ccc(OC)c2ncccc12	5.0	7.4
Cc1ccccc1C(=O)Nc1ccc(N2CCN(C(=O)CC(C)C)CC2)nc1	-1.8	-4.1
O=C(c1ccc([N+](=O)[O-])cc1)N1CCN(c2cccc(Cl)c2)CC1	13.1	-2.7
COc1cccc(CNc2ccc3c(c2)ncn3C)c1O	10.0	-6.8
CC1C(=O)N(c2ccc(Cl)cc2)CCN1C(=O)c1cccc(Br)c1 (stereo unspecified)	-0.6	-4.3
CCOc1ccccc1CNC(=O)c1ccc2c(c1)NC(=O)C1CCCCN21 (stereo unspecified)	8.5	-2.9
COc1ccc(NC(=O)C(=O)NC(C)Cc2cccs2)cc1OC (stereo unspecified)	-4.4	-0.2
Cc1ccc(C(C#N)=C2C=C(Br)C(=NO)C=C2Cl)cc1	.	-11.1
N#Cc1ccccc1NC(=O)c1ccc(F)cc1	-1.8	-11.5
N#CC1=C(N)N(c2ccccc2C#N)C2=C(C(=O)CCC2)C1c1ccsc1 (stereo unspecified)	23.0	-0.2
COc1ccc(C(=O)N2CCCC3(C2)NC(=O)N(Cc2ccc(Cl)cc2)C3=O)cc1 (stereo unspecified)	-0.3	-2.8
NC(N)=NC(N)=Nc1nccs1	.	18.4
CN(C)C=NNC(=O)c1cc(C(C)(C)C)[nH]n1	.	5.2
CC(C)(C)c1cc(C(=O)ONC(=O)c2ccccc2)nn1-c1c(Cl)cc(Cl)cc1Cl	.	3.2
COc1ccccc1C(=O)N1CCC(Nc2cccnc2)C1 (stereo unspecified)	-4.1	-0.4
CCCN1CCN(c2ccc(-c3nc(-c4cccc(F)c4)no3)cn2)CC1	0.8	2.8
CCN(CC)C(=O)C1CC(c2cccc(OC)c2)=NO1 (stereo unspecified)	-5.8	-4.5
COc1ccccc1Oc1coc2cc(OS(C)(=O)=O)ccc2c1=O	-4.4	-4.5
O=C(O)c1cc2ncccn2n1	-1.0	51.5*
COc1ccc(OC)c(-c2csc(NC(=O)c3ccc([N+](=O)[O-])cc3)n2)c1	7.0	-0.9
Cc1ccccc1/C=C1\C(=O)Nc2ccc(Br)cc21	97.0*	-4.5
Cc1nc(NC(=O)CCc2c(C)[nH]c(=O)n(C)c2=O)sc1C(=O)OC(C)C	-6.9	0.6
Cc1nc(-n2ncc(C(=O)O)c2C)[nH]c(=O)c1C	-13.6	-4.2
O=C(CSc1nc2c(cnn2-c2ccc(Cl)cc2)c(=O)[nH]1)N1CCCC1	-4.0	3.4
N#Cc1cc2c(nc1SCC(=O)Nc1ccc(F)cc1)CCC2	-7.0	0.8
Cc1cc(Nc2ccc(C(N)=O)cc2)n2nc(C)c(-c3ccccc3)c2n1	74.4*	-5.9
Cc1c(NC(=O)CC2(CC(=O)O)CCCCC2)c(=O)n(-c2ccccc2)n1C	-2.3	5.8
COCCC(=O)N1CCC(c2nc(C(=O)N3CCCCC3)c(C)o2)CC1	-4.5	-0.5
CCOc1ccccc1N=C1C(=O)Nc2ccc([N+](=O)[O-])cc21	15.0	-1.3
CCOC(=O)c1ccc(Oc2coc3c4c(ccc3c2=O)OCN(C(C)C)C4)cc1	8.3	-9.2
CN(C)c1cccc(C(=O)N2CCN(c3cc(-c4cccnc4)[nH]n3)CC2)c1	9.9	-7.3
COCCN1C2=C(C(=O)CC(C)(C)C2)C(c2ccc(O)c(Cl)c2)C2=C1CC(C)(C)CC2=O	16.0	18.4
COc1cccc(N2CC(NC(=O)N3CCc4cc(OC)c(OC)cc4C3C)CC2=O)c1 (stereo unspecified)	12.2	-8.3
CCOc1ccccc1N1CCN(Cc2ccc(N(C)C)cc2)CC1	21.7	-16.9

Further records follow.
SMILES	mHTT-CaM PPI inh	Pf apPOL inh
Cc1cc(C)c(C#N)c(SCCS(=O)(=O)Cc2ccc(Cl)cc2)n1	-5.0	-2.8
C=CCC1=CC(=Cc2c(N)n3c(SC)nsc3nc2=O)C=C(OC)C1=O	-1.0	-5.3
CCCCn1c(=N)n(CC(O)c2ccc(OC)cc2)c2ccccc21 (stereo unspecified)	-3.4	-1.7
CNC(=O)N1CCCC(c2cccc(C(=O)NCc3ccc(OC)cc3OC)c2)C1 (stereo unspecified)	12.6	-3.4
CC(C)n1cnnc1C1CCN(Cc2cccc(C#N)c2)CC1	-2.0	1.6
Cc1ccc([N+](=O)[O-])cc1N=Cc1cc2c(cc1[N+](=O)[O-])OCO2	43.0	-10.5
Cc1cc(C)c(NC(=O)c2cnccn2)c(C)c1	2.0	-5.1
COc1ccc(Br)c(C(=O)NCC(C)(O)CCSC)c1 (stereo unspecified)	-2.1	-3.3
Cc1ccccc1Oc1nccnc1N1CCCC(C(=O)NCCCN2CCCC2)C1 (stereo unspecified)	14.3	-9.2
CN1C(=O)S/C(=C/c2ccc(OCc3ccc([N+](=O)[O-])cc3)cc2)C1=O	0.0	-2.5
Cc1cc(-c2nnc(NC(=O)NCc3cccs3)o2)c(C)o1	31.2	-1.0
O=C(NCC(O)Cc1ccccc1)c1cccc(Cl)c1 (stereo unspecified)	-12.5	-5.7
Cc1cccc(Cl)c1N1C(=O)c2ccc(Br)cc2C1=O	-4.0	-2.8
O=C(c1ccnc(N2CCNC(c3ccccc3)C2)c1)N1CCN(c2ccc(F)cc2)CC1 (stereo unspecified)	32.2	-0.4
Oc1ccccc1C1OCC2(CO1)COC(c1ccccc1O)OC2 (stereo unspecified)	-5.0	-5.6

16 of these compounds, set out differently:
molecule,mHTT-CaM PPI inh,Pf apPOL inh
CN(C)c1cccc(C(=O)N2CCN(c3cc(-c4cccnc4)[nH]n3)CC2)c1,9.9,-7.3
COCCN1C2=C(C(=O)CC(C)(C)C2)C(c2ccc(O)c(Cl)c2)C2=C1CC(C)(C)CC2=O,16.0,18.4
COc1cccc(N2CC(NC(=O)N3CCc4cc(OC)c(OC)cc4C3C)CC2=O)c1 (stereo unspecified),12.2,-8.3
CCOc1ccccc1N1CCN(Cc2ccc(N(C)C)cc2)CC1,21.7,-16.9
Cc1cc(C)c(C#N)c(SCCS(=O)(=O)Cc2ccc(Cl)cc2)n1,-5.0,-2.8
C=CCC1=CC(=Cc2c(N)n3c(SC)nsc3nc2=O)C=C(OC)C1=O,-1.0,-5.3
CCCCn1c(=N)n(CC(O)c2ccc(OC)cc2)c2ccccc21 (stereo unspecified),-3.4,-1.7
CNC(=O)N1CCCC(c2cccc(C(=O)NCc3ccc(OC)cc3OC)c2)C1 (stereo unspecified),12.6,-3.4
CC(C)n1cnnc1C1CCN(Cc2cccc(C#N)c2)CC1,-2.0,1.6
Cc1ccc([N+](=O)[O-])cc1N=Cc1cc2c(cc1[N+](=O)[O-])OCO2,43.0,-10.5
Cc1cc(C)c(NC(=O)c2cnccn2)c(C)c1,2.0,-5.1
COc1ccc(Br)c(C(=O)NCC(C)(O)CCSC)c1 (stereo unspecified),-2.1,-3.3
Cc1ccccc1Oc1nccnc1N1CCCC(C(=O)NCCCN2CCCC2)C1 (stereo unspecified),14.3,-9.2
CN1C(=O)S/C(=C/c2ccc(OCc3ccc([N+](=O)[O-])cc3)cc2)C1=O,0.0,-2.5
Cc1cc(-c2nnc(NC(=O)NCc3cccs3)o2)c(C)o1,31.2,-1.0
O=C(NCC(O)Cc1ccccc1)c1cccc(Cl)c1 (stereo unspecified),-12.5,-5.7

(cont.)
SMILES	mHTT-CaM PPI inh	Pf apPOL inh
Cc1nnc(-c2ccc3ccn(CC(=O)N4CCCCC4)c3c2)o1	8.6	0.9
COc1ccc(-n2nc3c(c2NC(=O)c2ccc(OC(C)C)cc2)CSC3)cc1	46.0	-2.7
CCCc1nc2cccnc2n1C1CCN(C(=O)c2ccccc2F)C1 (stereo unspecified)	1.9	0.8
COc1ccc(Cl)cc1NC(=O)COc1coc(CN2CCc3ccccc32)cc1=O	-8.2	2.6
Cc1c(/C=C2\SC(c3ccccc3)=NC2=O)c(=O)n(-c2ccccc2)n1C	6.0	-4.3
CN(C)S(=O)(=O)c1ccc(C(=O)Nc2nnc(-c3cc4ccccc4o3)o2)cc1	1.8	-84.0
CC(C)(C)c1nnc(NC(=O)c2ccc([N+](=O)[O-])cc2Cl)s1	2.6	-6.0
O=C(NCc1ccc(N2CCOCC2)nc1)c1ccc(C(F)(F)F)cc1	-7.9	-3.0
Cn1nccc1C(=O)N1CCCCC1CCN1CCCC1 (stereo unspecified)	-7.0	-3.4
Cc1cc2n(n1)CCCN2C(=O)CCC(=O)NCc1ccccc1Cl	-5.2	0.6
COC(=O)c1ccc(NC(=O)N2CCCC2c2ccc(Cl)cc2)cc1 (stereo unspecified)	-10.1	-1.7
N#CC1=Cc2ccccc2C2NN3C(C#N)=Cc4ccccc4C3NN12 (stereo unspecified)	.	-13.1
Cn1c(C2CCC(CNC(=O)c3cc(-c4ccco4)on3)CC2)nc2ccccc21 (stereo unspecified)	-14.3	-2.5
CC(=O)Nc1ccc2c(c1)C1C=CCC1C(c1ccccc1F)N2 (stereo unspecified)	72.8*	-0.7
COc1ccc([N+](=O)[O-])c(OC)c1C(=O)NC(=O)Oc1c(Cl)cc(F)cc1Cl	.	-1.9&-2.7
CCN(CC)C(=C(Cl)Cl)C(=C1NCCN1)[N+](=O)[O-]	-1.0	-2.0
COc1ccc(C(=O)Oc2ccc3c(=O)c(-c4ccc(OC)c(OC)c4)c(C)oc3c2)cc1	0.6	-6.4
COc1ncc(-c2c(-c3ccccc3OC)sc3ccccc23)cn1	-7.9	-1.8
COc1ncc(C(=O)NNC(=S)Nc2ccccc2)cc1[N+](=O)[O-]	.	-159.5&-151.6
CCCn1c2ccccc2c2nnc(SCCNS(=O)(=O)c3ccccc3)nc21	13.0	-2.2
COc1ccc(-c2cc(=O)c3cc(O)ccc3o2)cc1OC	27.0	4.1
O=C(NC1CCCCC1)c1ccc(-c2nccnc2N2CCCCC2)cc1	-6.1	-1.5
O=C1CCCC2=C1C(c1ccccc1OC(F)F)n1ncnc1N2 (stereo unspecified)	-6.0	-2.1
Cc1ccc(CN2CCC(CO)C(NC(=O)C3CC3)C2)o1 (stereo unspecified)	-4.8	0.2
Cc1ccc(CN2CCN(C3CCN(C(=O)NC4CCCC4)CC3)C2=O)cc1	14.6	-0.6
CN(C1CCCCC1)S(=O)(=O)c1ccc(C(=O)Nc2nc3c(s2)Cc2ccccc2-3)cc1	22.0	-0.2
CCOC(=O)C(=O)N1CCC2(CC1)CC(=O)c1ccccc1O2	0.3	-3.8
Cc1cc(C)c2[nH]c3c(c2c1)CC(NC(=O)C1CCCO1)CC3 (stereo unspecified)	53.8*	-2.6
COc1ccc(C2=NN(C(C)=O)C(c3ccc(F)cc3)C2)cc1OC (stereo unspecified)	5.0&5.5	-2.5&-27.4
Cc1ccc(N2C(=O)NC3CC2(C)Oc2ccc(Br)cc23)cc1 (stereo unspecified)	17.0	-0.6
CCCOc1ccc(-c2nc3s/c(=C\c4ccccc4F)c(=O)n3n2)cc1	-5.0	4.1
CS(=O)(=O)N1CCN(c2ccc([N+](=O)[O-])c(NCCc3ccccc3)c2)CC1	6.6	1.7
COc1cccc(-c2oc3c(c2-c2ccc(OC)nc2)C(O)CCC3)c1 (stereo unspecified)	-7.6	-4.9
